# Source: PubChem (National Center for Advancing Translational Sciences (NCATS))
# TSG101-PTAP inh = qHTS Assay for Iinhibitors of HIV-1 Budding by Blocking the Interaction of PTAP/TSG101; Fluorescence polarization, FITC-PTAP peptide / Tsg101 binding; Potency, µM (titrated, usually from 115 µM), for inactives: at the top dose activity change, negative = inhibition, usual class: inhibitors; 340,000 tested, under 10 active; AID 493005, 2010; active means well fitted inhibition curve with a large enough effect in the main read-out, with a control signal flat, not every such curve was filed as active; inconclusive means small, poorly fitted or top-dose-only effect, or effect the other way, or a change in a side signal; inactive means no such curve, though single readings can be large or run the other way; further: potency means the concentration at half of the fitted maximal effect; % of control where 0% means no effect
#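 Steps: Tsg101 binding domain dispensed (10 uM final), compounds pinned in DMSO, FITC-labeled PTAP-motif peptide added (50 nM final); after 20 min binding at room temperature, polarization measured.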
# p53 reactivator = qHTS assay for re-activators of p53 using a Luc reporter. H1299 p53-A138V BP100-luciferase reporter, luminescence, 24 h. Potency, µM (series often up to 92.2 µM), without a hit: at the top dose activity change, positive = activation, usual class: activators. hit rate 0.063% among 320,000. AID 504706, 2011; further: potency means the concentration at half of the fitted maximal effect; % of control where 0% means no effect; nearly all actives have a fitted effect of over 45% in size
#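 p53-null H1299 cells stably carrying temperature-sensitive p53-A138V and a BP100-luciferase reporter were pinned with compounds (4-point, 1:5 series) and held 24 hrs at 37 deg C. Luminescence was read 10 min after detection reagent.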
# TRPV1 ag = HTS Assay for Compounds that Act as Agonists of the Vanilloid Receptor 1 | TRPV1-expressing cells, Fluo-8 calcium influx, agonist mode | hit rate 0.19% among 320,000 | activation, % at 8.33 µM | Transient receptor potential cation channel subfamily V member 1 (Homo sapiens), Q8NER1 | AID 540275, 2011; in the data active means activation above about 80%; inconclusive means between about 30% and that limit; further: 0% is about no effect
# Target sequence (Q8NER1 whole entry, looked up): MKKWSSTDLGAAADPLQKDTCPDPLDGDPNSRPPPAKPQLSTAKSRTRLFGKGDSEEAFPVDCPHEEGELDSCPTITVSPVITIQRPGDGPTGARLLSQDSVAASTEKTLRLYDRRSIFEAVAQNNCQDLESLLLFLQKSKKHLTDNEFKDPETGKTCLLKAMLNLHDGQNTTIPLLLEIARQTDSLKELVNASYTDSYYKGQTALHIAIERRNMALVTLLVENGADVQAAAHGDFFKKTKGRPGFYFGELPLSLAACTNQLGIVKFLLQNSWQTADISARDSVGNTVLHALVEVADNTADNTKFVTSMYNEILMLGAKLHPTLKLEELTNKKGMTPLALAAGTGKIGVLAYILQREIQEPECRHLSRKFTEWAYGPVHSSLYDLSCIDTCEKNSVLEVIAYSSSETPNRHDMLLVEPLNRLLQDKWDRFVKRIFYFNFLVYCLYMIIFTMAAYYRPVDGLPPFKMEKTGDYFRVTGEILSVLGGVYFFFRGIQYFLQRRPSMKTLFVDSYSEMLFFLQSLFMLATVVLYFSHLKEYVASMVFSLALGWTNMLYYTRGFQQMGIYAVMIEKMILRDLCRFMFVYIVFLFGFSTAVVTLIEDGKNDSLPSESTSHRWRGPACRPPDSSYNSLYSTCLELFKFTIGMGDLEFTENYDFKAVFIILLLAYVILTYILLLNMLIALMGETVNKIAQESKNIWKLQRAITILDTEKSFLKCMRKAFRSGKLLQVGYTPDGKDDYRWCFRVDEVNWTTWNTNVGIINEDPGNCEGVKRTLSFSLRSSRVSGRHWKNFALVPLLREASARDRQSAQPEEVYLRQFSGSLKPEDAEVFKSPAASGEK
#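 Cells expressing TRPV1 were dye-loaded with Fluo-8 and read kinetically: 10 s baseline, 3 min after compound (agonist portion), then 2 min after EC20 capsaicin (allosteric enhancer portion). Calcium-bound dye fluorescence at 480/520 nm.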
# TCR act = Activators of T cell receptors: qHTS campaign; 330,000 tested, under 10 active; primary human leukocytes, anti-CD3, IL-2 HTRF, 48 h; Potency, µM (titrated, usually from 9.22 µM), for the others: at the highest dose activation of IL-2 secretion, usual class: activators; further: % of control where 0% means no effect
#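 Activity was scored as IL-2 release from primary human leukocytes given only a TCR signal (a-CD3 beads) plus compound for 48 hr. Detection used a two-antibody HTRF format read at 665nm.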
# CXXC DNA block = qHTS Fluorescence Polarization Assay for Inhibitors of MLL CXXC domain - DNA interaction; Histone-lysine N-methyltransferase 2A (Homo sapiens), Q03164; MLL-CXXC / FITC-HOXA9 DNA fluorescence polarization; Potency, µM (titrated, usually from 115 µM), without a hit: at the top dose activity change, negative = inhibition, hits mostly inhibitors; hit rate 0.037% among 290,000; AID 2662, 2010; active means well fitted inhibition curve with a large enough effect in the polarisation, with a control signal flat, not every such curve was filed as active; inconclusive means small, poorly fitted or top-dose-only effect, or effect the other way, or a change in a side signal; inactive means no such curve, though single readings can be large or run the other way; the % refers to the polarisation; further: potency means the concentration at half of the fitted maximal effect
#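 Steps: dispense CXXC domain solution (7 uM) → pin compounds or unlabeled HOX-A9 DNA control → 5 min ambient → add FLSN-HOX-A9 solution (50 nM) → spin → 30 min ambient → fluorescence polarization. Tris pH 7.5/NaCl/DTT/BSA buffer.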
# A-T KAP1 phos = qHTS Assay for Identifying a Potential Treatment of Ataxia-Telangiectasia; […] A-T fibroblasts, KAP-1 phosphorylation AlphaLISA; neocarzinostatin DNA damage 30 min before lysis; Potency, µM (titrated, usually from 57.5 µM), for the others: at the top dose activation, most hits filed as activators; hit rate 0.19% among 320,000; further: potency means the concentration at half of the fitted maximal effect; % of control where 0% means no effect; nearly all actives have a fitted effect of over 45% in size
#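 hTERT-immortalized A-T patient fibroblasts ([…]), 500 cells/well in OPTI-MEM, 1% FBS, got compounds for 60 min, then NCS for 30 min at 37C. Lysates were then assayed for phospho-KAP-1 by AlphaLISA (anti-pKAP1 donor, anti-KAP1 acceptor beads), 6 hr at 25C.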
# B2AR arrestin = qHTS assay of beta-arrestin-biased ligands of beta2-adrenergic receptor; Potency, µM (top dose mostly 46.1 µM), inactives show at the top dose activation, hits mostly activators; beta-arrestin recruitment to beta2AR, cell-based reporter; Beta-2 adrenergic receptor (Homo sapiens), P07550; hit rate 0.02% among 330,000;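 further: potency means the concentration at half of the fitted maximal effect; 0% = DMSO controls and full agonism = EC100 isoproterenol or metaproterenol; nearly all actives have a fitted effect of over 65% in size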
# ELG1 DNA repair = qHTS screen for small molecules that inhibit ELG1-dependent DNA repair in human embryonic kidney (HEK293T) cells expressing luciferase-tagged ELG1; HEK293T ELG1-luciferase reporter, luminescence, 16 h; DNA damage induced by 5-fluorouridine; Potency, µM (series often up to 46.1 µM), without a hit: at the top dose activity change, negative = inhibition, actives largely listed as inhibitors; hit rate 2.3% among 330,000; AID 504467, 2011; further: potency means the concentration at half of the fitted maximal effect; on the % scale 0 is the no-effect control and ±100 the full control effect; nearly all actives have a fitted effect of over 55% in size
#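 Step one: seed 2,000 cells per well. Step two: pin-transfer compound or DMSO alongside 5-fluorouridine. Step three: incubate 16 hr, 37 °C, 5% CO2. Step four: add ONE-Glo, wait 30 min, read luminescence.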
# BRCA1 expr up = qHTS Assay to Identify Small Molecule Activators of BRCA1 Expression. MCF7-BRCA1-FFLuc reporter, luminescence, 48 h; response scale: scaled: vehicle 0%, 10 µM genistein 100%. Potency, µM (titrated, usually from 46.1 µM), for inactives: top-dose activation, hits mostly activators. hit rate 1.1% among 380,000. AID 624202, 2012; further: potency means the concentration at half of the fitted maximal effect; nearly all actives have a fitted effect of over 80% in size; some results filed as inactive show a strong effect at the top dose
#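 First, MCF7-BRCA1-FFLuc cells (2000/well) attach for 2 h; next, compounds are pin-added and incubated 48 h at 37 °C; finally, luciferase reagent is added and luminescence read after 15 min.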
# a7 integrin act = qHTS for Activators of Integrin-Mediated Alleviation for Muscular Dystrophy. alpha7betagal myoblasts, beta-gal FDG fluorescence, 48 h. Potency, µM (top dose mostly 38.3 µM), without a hit: at the top dose activation, usual class: activators. hit rate 0.064% among 350,000;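 further: potency means the concentration at half of the fitted maximal effect; 100% = response of the positive control SU9516; nearly all actives have a fitted effect of over 60% in size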
#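 Alpha7betagal+/- myoblasts (passage 13) were plated 16-24 hr, then exposed to compounds (1:260 dilution of DMSO stock) for 48 hours at 37C. After MPER lysis, β-galactosidase reporter activity was read as FDG fluorescence (ex 480/em 540) after 30 minutes.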
# * marks the source's active call; other numbers are inactive results; ? = inconclusive; / = not tested or not shown; [ ] = another dose, or the depositor's remark. Unless noted, the call rests on the fitted dose curve; in most records, active means well fitted curve in the direction sought with a large enough effect; inconclusive means small, poorly fitted or top-dose-only effect, or another doubt; inactive means no such curve, though single readings can be large; an effect the other way counts as inactive or inconclusive.
entry	SMILES	TSG101-PTAP inh	p53 reactivator	TRPV1 ag	TCR act	CXXC DNA block
1	O=C(O)c1ccc(-c2ccc(/C=c3/sc4nc5ccccc5n4c3=O)o2)cc1Cl	-5%	3%	19	1%	?
2	CCC(=O)Oc1ccc(C/C(=N\O)c2ccc(O)cc2O)o1	-7%	?	-3	/	-14%
3	O=C(OCC(=O)c1ccc(Br)s1)c1ccc(O)cc1	-5%	?	/	8%	/
4	COc1ccc(Br)cc1/C=N/NC(=O)c1cccnc1	-2%	26%	2	-1%	5%
5	C=CCn1c(Oc2ccc(C(=O)OC)cc2)nc2c1c(=O)n(C)c(=O)n2C	2%	-3%	6	4%	7%
6	Cc1ccc(S(=O)(=O)N2CCCC(C(=O)NCc3ccco3)C2)cc1Cl (centres undefined)	-6%	-9%	12	-4%[46.1 µM]	-17%
7	O=C(c1cccs1)N1CCCC(c2nc(-c3ccc(F)cc3)no2)C1 (centres undefined)	0%	19%	10	/	2%
8	CN(CCCNC(=O)c1ccc(/C=N/O)nc1)CCCN(C)Cc1ccccc1	-7%	4%	-4	2%	0%
9	Cc1cc(NC(=O)c2cc(-c3cccnc3)nc3c(C)c(C)ccc23)no1	-1%	-6%	17	6%	-2%
10	CCn1c2ccccc2c2nnc(SCC(N)=O)nc21	-7%	-1%	0	/	-5%
11	O=S(=O)(CCc1ccccc1)CS(=O)(=O)CCc1ccccc1	2%	/	/	0%	/
12	CCC(=O)N1CCN(c2ccc(NC(=S)NC(=O)COc3ccccc3)cc2)CC1	-4%	0%	-1	-1%	-1%
13	CS(=O)(=O)N(CC(=O)N1CCN(c2ccccc2)CC1)Cc1ccc(Cl)cc1	-1%	5%	10	-161%	1%
14	COc1ccc(-c2cc(=O)oc3c(C)c(OCC(=O)N(C)C)ccc23)cc1	-2%	/	-1	-3%	1%
15	C=CCN(c1ccc(Cl)cc1)S(=O)(=O)c1cccc(C(=O)O)c1	-8%	5%	4	2%	-1%

entry	A-T KAP1 phos	B2AR arrestin	ELG1 DNA repair	BRCA1 expr up	a7 integrin act
1	-3%	-0.2%	8%	-15%	-19%
2	0%	0.1%	?	-50%	-54%[inhibitor]
3	0%	-0.5%	?	51%	-12%
4	0%	-0.4%	2%	-27%	-4%
5	-2%	-0.1%	?	8%	-10%
6	0%	-0.1%	?	-1%	11%
7	-7%	-0.4%	?	79%	3%[7.66 µM]
8	-1%	0.4%	-10%	-40%	-18%
9	4%	0.5%	23µM*	-22%	4%
10	5%	0.2%	-3%	11%	-14%
11	/	/	/	25%	4%
12	0%	-0.1%	-8%	-10%	?
13	4%	-0.1%	?	-23%	2%
14	5%	0.0%	?	4%	-31%
15	1%	-0.1%	6%	-3%	1%

# Brought forward from above: 4 entries, then new ones.
entry	SMILES	TSG101-PTAP inh	p53 reactivator	TRPV1 ag	TCR act	CXXC DNA block
12	CCC(=O)N1CCN(c2ccc(NC(=S)NC(=O)COc3ccccc3)cc2)CC1	-4%	0%	-1	-1%	-1%
13	CS(=O)(=O)N(CC(=O)N1CCN(c2ccccc2)CC1)Cc1ccc(Cl)cc1	-1%	5%	10	-161%	1%
14	COc1ccc(-c2cc(=O)oc3c(C)c(OCC(=O)N(C)C)ccc23)cc1	-2%	/	-1	-3%	1%
15	C=CCN(c1ccc(Cl)cc1)S(=O)(=O)c1cccc(C(=O)O)c1	-8%	5%	4	2%	-1%
16	CC1(C)NC(=O)N(CC(=O)OCC(=O)Nc2sccc2C#N)C1=O	-11%	-4%	-1	-5%	-5%
17	COc1ccc(CCC(=O)OC(C)C(=O)c2ccc(C)cc2)cc1 (centres undefined)	-8%	-6%	4	-9%[46.1 µM]	3%
18	Cc1ccc(OCC(=O)NNC(=O)c2cccnc2)cc1	5%	2%	/	1%	-1%
19	O=C(CN1C(=O)COc2ccccc21)N(Cc1cccnc1)Cc1cccc(F)c1	0%	-4%	6	-5%	-6%
20	O=C(NCC1CCCO1)c1cccc(N2CCCC2=O)c1 (centres undefined)	-4%	15%	-2	-3%	4%
21	CC1=C(C(=O)OCC2CCCO2)C(c2ccc(O)cc2)NC(=O)N1 (centres undefined)	-3%	-6%	-1	6%	0%
22	O=C(NCC(=O)N1CCCCCC1)c1ccc(OC(F)F)cc1	-10%	-3%	5	3%	-6%
23	O=[N+]([O-])c1cccc(/C=N/NC2=NCCCCC2)c1	-6%	19%	14	-3%[46.1 µM]	0%
24	Cc1ccc(CN2CCN(Cc3cc(=O)c4ccccc4[nH]3)CC2CCO)o1 (centres undefined)	-4%	-3%	1	-5%	-22%
25	CCOC(=O)NC(=O)CSc1ccc2ccccc2n1	-5%	1%	4	/	?
26	CCOc1ccc(CNC(=O)C2CCN(C(=O)N3CC(C)Oc4ccccc43)CC2)cc1 (centres undefined)	-1%	/	3	2%	/
27	COCCN(C(=O)COC(=O)CCOc1cc(C)ccc1C)c1c(N)n(Cc2ccccc2)c(=O)[nH]c1=O	0%	/	/	-2%	/
28	Cc1cc(C)c(C#N)c(SCc2ccccc2[N+](=O)[O-])n1	0%	-3%	-1	1%[46.1 µM]	1%
29	Cc1c(NS(=O)(=O)c2ccccc2)cc(Cl)c(O)c1C	-5%	11%	4	4%	0%
30	CC[C@H](C)[C@H]1CNC(=S)N1CC1CCN(CCCC2CCCC2)CC1	0%	/	/	13%	/

entry	A-T KAP1 phos	B2AR arrestin	ELG1 DNA repair	BRCA1 expr up	a7 integrin act
12	0%	-0.1%	-8%	-10%	?
13	4%	-0.1%	?	-23%	2%
14	5%	0.0%	?	4%	-31%
15	1%	-0.1%	6%	-3%	1%
16	5%	-0.3%	1%	0%	37%
17	10%	0.0%	0%	-2%	-15%
18	4%	4.6%	9%	4%	5%
19	-3%	0.1%	-12%	-20%	-7%
20	-5%	-0.1%	?	29%	12%
21	3%	-0.4%	10%	-7%	15%
22	1%	-0.7%	?	8%	5%
23	-4%	-0.2%	?	90%	0%
24	-2%	0.1%	11%	-4%	-22%
25	10%	0.1%	0%	10%	-27%
26	-3%	-0.2%	-18%	15%	-6%
27	/	/	/	-3%	-21%
28	-2%	-0.4%	-1%	-31%	-9%
29	1%	-0.7%	-5%	-7%	-11%
30	/	/	/	-8%	-21%

# More records.
entry	SMILES	TSG101-PTAP inh	p53 reactivator	TRPV1 ag	TCR act	CXXC DNA block
31	CN1CCc2c(sc3nc(SCC(N)=O)n(-c4ccccc4)c(=O)c23)C1	16%	-2%	-4	-4%	29%
32	N#Cc1c(-c2ccccc2)nc2n(-c3ccccc3)nc(C(=O)Nc3ccccc3)n2c1=O	1%	1%	2	1%	-17%
33	Cc1ccc(N2C(=O)CC(c3c[nH]c4ccccc34)C2=O)cc1 (centres undefined)	1%	-1%	10	1%	-3%
34	CSc1ccc(CN(C)C(=O)C(c2ccccc2)c2ccccc2)cc1	1%	13%	14	-1%	16%
35	CNS(=O)(=O)c1ccc(NC(=O)c2ccoc2C)cc1	-3%	-1%	1	-1%	20%
36	CC[N+]1(CC(O)COC2CC(C)CC(C)(C)C2)CCOCC1 (centres undefined)	-1%	1%	3	8%	-4%
37	N#CC1=C(S)N(c2ccccc2)C(c2ccc(-c3cc(Cl)ccc3Cl)o2)NC1=O (centres undefined)	0%	18%	-7	-3%	18%
38	Cc1cc2nc(CSc3ccc(Cl)cc3)cc(=O)n2[nH]1	1%	0%	-4	/	25%
39	CCOc1ccc(C(=O)CCC(=O)Nc2ccccc2C)cc1	-1%	6%	3	2%	-3%

entry	A-T KAP1 phos	B2AR arrestin	ELG1 DNA repair	BRCA1 expr up	a7 integrin act
31	1%	0.3%	-24%	-29%	-12%
32	6%	-0.1%	-9%	-14%	-7%
33	0%	-0.6%	9%	1%	1%
34	0%	3.9%	-3%	-1%	-9%
35	3%	0.2%	?	45%	6%
36	18%	-0.2%	7%	-3%	?
37	-2%	-0.9%	2%	1%	4%
38	0%	-0.5%	?	11%	3%
39	-9%	0.4%	-2%	-5%	?

# Random draw from the library. Share with any hit: about 3.8%.
